Bioassay records deposited in PubChem BioAssay by several laboratories.
Kir21 block – inhibitors of mouse Kir2.1 inward-rectifier potassium channel; Inward rectifier potassium channel 2 (Mus musculus), P35561; HEK293-Kir2.1, FluxOR thallium flux fluorescence; stronger effect = lower value; B-score at 10 µM; 0.85% of 310,000 active;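 active means fluorescence ratio B-score at or below minus 3 SD of library scores, with starting-brightness B-score within 2 SD, cut at about -4.2 in these data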;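 further: channel flux triggered by added potassium and thallium sulfate stimulus; B-score of peak minus minimum fluorescence over baseline after thallium stimulus; more negative B-score means stronger Kir2.1 block with less thallium influx; some compounds called inactive have numbers as strong as hits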
Target sequence (P35561 whole entry, looked up): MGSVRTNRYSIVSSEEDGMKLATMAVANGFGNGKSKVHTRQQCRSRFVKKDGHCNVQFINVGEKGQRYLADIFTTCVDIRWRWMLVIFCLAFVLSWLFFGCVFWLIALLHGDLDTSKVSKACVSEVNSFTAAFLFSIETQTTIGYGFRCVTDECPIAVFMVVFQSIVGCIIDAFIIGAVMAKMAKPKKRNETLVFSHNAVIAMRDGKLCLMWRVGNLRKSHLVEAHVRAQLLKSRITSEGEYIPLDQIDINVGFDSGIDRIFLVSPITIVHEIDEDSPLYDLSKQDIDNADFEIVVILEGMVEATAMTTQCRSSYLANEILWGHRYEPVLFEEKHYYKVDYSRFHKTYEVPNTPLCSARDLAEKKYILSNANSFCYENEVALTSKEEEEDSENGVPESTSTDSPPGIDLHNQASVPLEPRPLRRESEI
STK33 kinase inh – inhibitors of purified STK33 kinase, primary screen, biochemical, ADP-Glo luminescence, homogeneous, cell-free; Serine/threonine-protein kinase 33 (Homo sapiens), Q9BYT3; MBP phosphorylation; inhibition, % at 10 µM; 0.073% of 320,000 active; AID 2661, 2010;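 active means inhibition at or above 25%, using the most active replicate where run in duplicate; inactive means inhibition below 25%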
Target sequence (Q9BYT3 whole entry, looked up): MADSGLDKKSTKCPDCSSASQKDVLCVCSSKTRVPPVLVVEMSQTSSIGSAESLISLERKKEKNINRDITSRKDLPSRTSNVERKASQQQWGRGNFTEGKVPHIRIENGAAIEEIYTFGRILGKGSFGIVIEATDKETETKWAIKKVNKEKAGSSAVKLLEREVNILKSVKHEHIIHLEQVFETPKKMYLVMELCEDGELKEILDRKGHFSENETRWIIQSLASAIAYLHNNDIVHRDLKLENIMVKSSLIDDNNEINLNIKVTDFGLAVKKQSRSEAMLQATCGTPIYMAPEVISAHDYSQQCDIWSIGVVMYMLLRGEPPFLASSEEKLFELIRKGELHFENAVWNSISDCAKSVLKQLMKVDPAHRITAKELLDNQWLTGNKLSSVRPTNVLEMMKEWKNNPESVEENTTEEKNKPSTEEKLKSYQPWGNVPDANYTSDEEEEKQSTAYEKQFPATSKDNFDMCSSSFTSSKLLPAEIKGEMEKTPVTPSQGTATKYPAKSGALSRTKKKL
Numbers without * were called inactive; . = not tested or not shown.

Kir21 block	STK33 kinase inh	mol
-1.5	-0.8	COc1ccc(Cl)cc1C(=O)Nc1cc(=O)n(C)c(=O)n1C
-0.69	-0.8	O=C(CSc1nc(O)c(Cc2ccccc2F)c(=O)[nH]1)N1CCCCCC1
-0.94	-0.6	O=C(Cc1ccccc1)NC(NCCc1ccccc1)C(Cl)(Cl)Cl (stereo not given)
-0.91	-0.2	O=c1c2ccccc2nc(COc2ccccc2)n1/N=C/c1ccco1
-0.07	-2.1	O=[N+]([O-])c1ccc2nc(SCc3cn4ccccc4n3)[nH]c2c1
0.21	-1.3	COC(=O)CN1C(=O)C2(C(C#N)=C(N)Oc3cc(C)oc(=O)c32)c2ccccc21 (stereo not given)
-0.16	-2.1	CCOc1ccc(C(=O)Nc2cc(-c3nc4ccccc4[nH]3)ccc2C)cc1[N+](=O)[O-]
0.06	0.4	O=C(CCN1CCc2ccccc2C(c2ccccc2)C1)c1ccc2c(c1)OCCO2 (stereo not given)
1.8	-0.3	CS/C(N)=N/S(=O)(=O)c1ccc(NC(C)=O)cc1
0.38	-1.5	Cc1cc(-c2nnc(SCC(=O)Nc3c(C)cccc3C)n2N)n[nH]1
-0.19	-1.8	CCOC(=O)N/N=C/c1ccc(F)cc1
-0.82	4.0	O=C(CN1CCN(c2ccccc2F)CC1)Nc1nnc(C(F)(F)F)s1
.	-0.4	O=C(NNC(=O)c1ccc(Br)s1)c1csc(N2CCOCC2)n1
-1.4	-0.1	COc1ccccc1C(=O)N/C(=C/c1ccc(Br)cc1)C(=O)NCCCn1ccnc1
-0.46	-0.6	CCOC(=O)c1c(C)[nH]c(N=Nc2cccc(C)c2)c1C
-0.85	-0.1	COc1ccc(-c2nc(CS(=O)CC(=O)NC3CCCC(C)C3C)c(C)o2)cc1OC (stereo not given)
-0.37	-0.7	CCCCn1c(N)c(N(CCOC)C(=O)c2cccc(-n3cnnn3)c2)c(=O)[nH]c1=O
0.08	-0.8	Cc1ccc(CSCCNC(=O)CN2C(=O)c3ccccc3S2(=O)=O)cc1
0.01	0.5	C=CCC(=O)NC1CC(C)(C)Cc2c1cnn2-c1ccccc1C (stereo not given)
0	-0.8	CC(C)(C)n1nc2c(c1NC(=O)Cc1cccc3ccccc13)CS(=O)C2 (stereo not given)
1.9	-0.3	O=C(NCC(=O)N1CCN(c2ccccc2F)CC1)c1ccc(Br)o1
-0.11	.	O=c1[nH]c(-c2ccccc2Cl)nc2c1sc(=S)n2-c1ccccc1
1.2	0.1	Cc1ccc(N2CCN(S(=O)(=O)c3ccc4c(c3)oc(=O)n4C)CC2C)cc1 (stereo not given)
0.48	-0.8	O=C(NNC(=O)c1cc2cc3ccccc3nc2s1)c1cccc(C(F)(F)F)c1
-0.61	-0.3	O=C(O)c1ccc2[nH]c3c(c2c1)CCCC3
0.14	-1.1	CCN1CCN(c2nnc(-c3ccccc3)c3ccccc23)CC1
-0.7	-1.1	COc1ccccc1NC(=O)C1CCN(C(=O)c2ccco2)CC1
0.01	-1.4	COc1ccc(CC(=O)NNC(=O)COc2ccc(Br)cc2C)cc1OC
-1.6	-0.9	Cc1nn(-c2ccccc2)c(Oc2ccccc2)c1C=O
0.05	-1.6	O=C(NNc1ccc([N+](=O)[O-])cc1)C1CC1c1ccccc1 (stereo not given)

Molecules from the list above with an aryl thioether with sulfur outside any ring:
Kir21 block	STK33 kinase inh	mol
-0.69	-0.8	O=C(CSc1nc(O)c(Cc2ccccc2F)c(=O)[nH]1)N1CCCCCC1
-0.07	-2.1	O=[N+]([O-])c1ccc2nc(SCc3cn4ccccc4n3)[nH]c2c1
0.38	-1.5	Cc1cc(-c2nnc(SCC(=O)Nc3c(C)cccc3C)n2N)n[nH]1

Further compounds:
Kir21 block	STK33 kinase inh	mol
0.73	1.4	Cc1cc(C#N)c(C)n1-c1cc(C(F)(F)F)ccc1N1CCOCC1
-1.3	0.1	COc1ccc(-c2nnnn2-c2ccccc2OC)cc1
-0.48	-0.9	Cc1ccc(CNC(=O)C2CCN(S(=O)(=O)N3CCCC3)CC2)cc1
0.68	-0.6	COc1cccc(C2c3[nH]c4ccccc4c3C[C@H]3C(=O)N(c4ccccc4C(=O)N4CCC[C@H]4C(=O)O)C(=O)N23)c1 (stereo not given in full)
-0.53	-1.5	COc1cc2c(cc1OC)C(CCc1ccccc1)=NCC2
0.64	1.6	Cc1cccc(NC(=O)Nc2ccc(F)cc2)n1
-0.29	0.4	CCOc1ncccc1C(=O)OCC(=O)Nc1ccc(S(=O)(=O)N2CCOCC2)cc1
0.86	1.9	N#CCC(N)=C(C#N)C#N
1.4	0.7	COc1ccccc1NC(=O)CSc1nc(=O)n2cc(C)ccc2n1
1.9	-2.2	CN(C)CCNC(=O)c1onc(CSc2ccc(F)c(F)c2)c1C(=O)NCCN(C)C
.	-1.2	Cn1cnc(C(=O)NCc2ccccc2)c1C(=O)NCc1ccccc1
-0.22	0.8	CC(C)C(NS(=O)(=O)c1cccs1)C(=O)NCCCN1CCCCCC1 (stereo not given)
-0.95	0.3	CC(=O)Nc1ccc2c(c1)nc(CCN1CCC(C)CC1)n2C
2.1	0.1	COc1ccc(CCNC(=O)C2CCN(C(=O)c3cccs3)CC2)cc1
0.12	-1.7	COCCCN(Cc1ccco1)C(=O)CSc1nc2ncccc2[nH]1
1.4	-0.8	COc1ccc(Nc2cc(C(=O)NCc3cccnc3)c3ccccc3n2)c(OC)c1
1.1	-1.6	c1csc(-c2noc(CN3CCN4CCCC4C3)n2)c1 (stereo not given)
1.9	-0.7	O=C(CCC(=O)N(CC(=O)NC1CCCC1)c1ccc(F)cc1)Nc1nccs1
-0.01	-1.7	COc1ccc(C(=O)Nc2ccc(Nc3ccccc3)cc2)cc1OC
0.19	1.5	CCOC(=O)c1sc(Nc2ccccc2Cl)nc1C
0.53	-0.3	NC(=O)Nc1ccc2c(c1)OCCO2
-0.89	-1.1	COc1ccc(/C=N/NC(=O)CN2CCCc3ccccc32)c(OC)c1
-0.8	0.5	COc1cccc(C2/C(=C(/O)c3ccc(F)cc3)C(=O)C(=O)N2CCN(C)C)c1 (stereo not given)
0.29	-1.3	Cc1cc(C(=O)NNc2ccc(Cl)cc2)no1
.	0.0	O=C(CSc1nnc(-c2ccc3c(c2)OCO3)o1)Nc1c(F)cccc1F
1.4	-0.9	Cc1occc1C(=O)Nc1nnc(C(F)(F)F)s1
0	0.7	O=C(NC(=S)NCc1nc2ccccc2[nH]1)c1ccc(F)cc1
-0.19	-0.1	CC(=O)c1cc(C)ccc1OC(=O)CN1C(=O)c2ccccc2C1=O
-0.83	-1.5	Cc1nn(CC(=O)N2CCC(N3CCCCC3)CC2)c(=O)c2c1sc1ccccc12
-1.1	-2.1	CC(C)N1C(=O)CC2(CC[N+](C)(CCOC(=O)C(c3ccccc3)c3ccccc3)CC2)C1=O (stereo not given)
0.01	-0.6	Cc1ccc(SCC(=O)N(Cc2nc(-c3ccccc3)no2)C(C)C)cc1
-1.8	-2.6	COc1ccc(NC2CCCN(C(=O)c3ccc4nc(C)c(C)nc4c3)C2)cc1OC (stereo not given)
0.66	-0.6	N#CC1=C(N)Oc2c(ccc3cccnc23)C1c1cccnc1 (stereo not given)
0.49	-1.0	O=c1[nH]c(=S)n(-c2ccc(Br)cc2)c2ncccc12
-0.31	0.6	COc1ccc(CN2CCN(CC=C(C)C)C(CCO)C2)cc1Cn1cncn1 (stereo not given)
2.5	-1.2	O=C(N/N=C/C=C/c1ccc2c(c1)OCO2)c1ccc([N+](=O)[O-])cc1
0.37	0.6	CC(C)(C)SCCNC(=O)c1cccc([N+](=O)[O-])c1
0.03	-4.5	COc1ccccc1N1CCN(C(=O)c2cccc(Oc3ccccc3)c2)CC1
1.6	-1.9	CSCCC(NC(=O)c1ccc([N+](=O)[O-])cc1Cl)C(=O)OCC(=O)C12CC3CC(CC(C3)C1)C2 (stereo not given)
0.04	1.3	O=C(COc1ccccc1Cl)N1CCN(c2ncccn2)CC1
-0.09	-1.6	COc1cccc(-c2nc(N3CCCCC3C)c3ccccc3n2)c1O (stereo not given)
0.04	-0.8	O=C(NCc1ccccc1Cl)C1CCN(S(=O)(=O)N2CCCCCC2)CC1
1.6	0.0	O=C1NN(c2ccccc2)C(=O)/C1=C/c1ccc(Sc2ccc(Cl)cc2)o1
-1.1	-1.0	COc1ccccc1/C=C/C(=O)OCC(=O)Nc1ccccc1Sc1ccccc1
0.68	0.5	O=C(NC1CCS(=O)(=O)C1)c1cccc(Cl)c1 (stereo not given)
-1	0.3	CCn1c(SCC(=O)N(C)CC(=O)Nc2ccc(OC)cc2)nnc1-c1ccco1
1	-0.8	C=CCn1c(SCc2cc(=O)n3ccsc3n2)nnc1C1CCCCC1
0.04	-0.8	COc1cccc(/C=C2\SC(=S)N(CCCC(=O)N(CCO)c3ccccc3)C2=O)c1
1.1	.	Cc1ccccc1NC(=O)CSc1nc2ccccc2c(=O)n1CC1CCCO1 (stereo not given)
1.6	0.8	O=[N+]([O-])c1cccc(-c2nnc3n2CCCCC3)c1
0.42	0.3	Cc1cc(-c2ccccc2)c2c(=O)[nH][nH]c2n1
-1.1	-0.6	COc1cc(OC)c(OC)cc1CNC(=O)CCN1C(=O)c2cccc([N+](=O)[O-])c2C1=O
-1.8	-0.1	CCC(CC)c1nn2c(N)c(/C=C3\C=Nc4ccccc43)c(=O)nc2s1
-2.9	-1.2	CC(OC(=O)CCc1ccccc1)C(=O)Nc1ccc(Cl)cn1 (stereo not given)
0.25	-0.3	Cc1ccc(C(=O)OCN2C(=O)c3ccccc3C2=O)cc1S(=O)(=O)N1CCOCC1
0.07	0.0	O=C(O)CNc1nc(-c2ccccc2)nc2c1oc1ccccc12
0.92	-2.2	COc1ccccc1C(CNC(=O)c1cccc(NS(=O)(=O)c2ccc(C)c(F)c2)c1)N(C)C (stereo not given)
.	-0.1	Cc1ccccc1-c1cc(C(=O)NCc2cccc(Br)c2)nn1CC1CC(c2cccc([N+](=O)[O-])c2)=NO1 (stereo not given)
-1.7	-1.5	CC(NCc1ccc(OCC(N)=O)cc1)C12CC3CC(CC(C3)C1)C2 (stereo not given)
0.69	-1.5	C=CCN(C(=O)c1csnn1)C(C(=O)NC1CCCC1)c1ccc(Cl)cc1 (stereo not given)

In a second layout: results already given.
Every second line gives: Kir21 block	STK33 kinase inh
- COc1cccc(/C=C2\SC(=S)N(CCCC(=O)N(CCO)c3ccccc3)C2=O)c1
    0.04	-0.8
- O=[N+]([O-])c1cccc(-c2nnc3n2CCCCC3)c1
    1.6	0.8
- O=C(N/N=C/C=C/c1ccc2c(c1)OCO2)c1ccc([N+](=O)[O-])cc1
    2.5	-1.2
- CCn1c(SCC(=O)N(C)CC(=O)Nc2ccc(OC)cc2)nnc1-c1ccco1
    -1	0.3

The main list resumes, repeating the 2 entries before the break.
Kir21 block	STK33 kinase inh	mol
-1.7	-1.5	CC(NCc1ccc(OCC(N)=O)cc1)C12CC3CC(CC(C3)C1)C2 (stereo not given)
0.69	-1.5	C=CCN(C(=O)c1csnn1)C(C(=O)NC1CCCC1)c1ccc(Cl)cc1 (stereo not given)
0.79	0.2	CCOc1ccc(NC(=O)c2ccccc2NS(C)(=O)=O)cc1
2.7	1.3	Cc1cc(C)n(CCNC(=O)c2ccco2)n1
-0.13	0.2	O=C(O)c1cccc(CN2C(=O)c3ccccc3C2=O)c1
0.15	-1.9	Oc1ccc(N=Cc2ccc(-c3cccs3)s2)cc1
0.69	1.4	NC1=NC2(CCC(c3ccccc3)CC2)n2c(nc3ccccc32)N1 (stereo not given)
0.86	-0.5	COc1ccc(-c2cn3c(C)c(C(=O)Nc4cccc(NC(C)=O)c4)sc3n2)cc1
-0.38	0.6	COC(=O)CSc1nc(C)cc(C)n1
-0.26	-0.9	CCOC(=O)CNNC(=O)Nc1ccc(Cl)c(Cl)c1
0.2	0.0	COc1cc(/C=C/C(=O)NCc2nc3ccccc3[nH]2)cc(OC)c1OC
0.17	-0.5	O=S(=O)(c1ccc(OCC(O)CN2CCN(c3ccc(F)cc3)CC2)cc1)N1CCOCC1 (stereo not given)
1	-0.6	CCOC(=O)N1CCN(C(=O)c2ccc([N+](=O)[O-])cc2Cl)CC1
-0.34	-0.6	O=C(CSc1nnc(-c2ccc(Br)o2)n1Cc1ccccc1)c1ccccc1F
0.49	-0.7	CCOP(=O)(O)c1ccccc1OCCOc1ccccc1P(=O)(O)OCC
0.39	-0.4	CCOC(=O)N1CCC2(CC1)CC(=O)c1c(ccc3oc(C(=O)O)c(C)c13)O2
-0.43	0.0	Cc1ccc(CN2CC(C(=O)Nc3ccc(S(=O)(=O)Nc4cc(C)nc(C)n4)cc3)CC2=O)cc1 (stereo not given)
1.3	0.3	COC(=O)c1ccccc1NC(=S)N(Cc1ccc2c(c1)OCO2)Cc1cc2cc(C)ccc2[nH]c1=O
-1.6	0.5	CCN1C(=O)[C@@H]2[C@@H](c3ccc(SC4CCCCC4)cc3)N3CCC[C@@]3(C(=O)OC)[C@@H]2C1=O
0.96	-0.7	COc1ccc(OC)c(NC(=O)C2CCCN(S(C)(=O)=O)C2)c1 (stereo not given)
-3	-0.5	COC(=O)c1ccc(OC)c(CN2CCCN(Cc3ccc(F)cc3)S2(=O)=O)c1
.	-0.2	Cc1ccc(S(=O)(=O)CC(=O)NCc2ccc(Cl)cc2)cc1
0.86	-1.1	CCCN(CC(=O)Nc1c(C)cccc1CC)C(=O)SCC

5 entries already listed, ordered by their value in Kir21 block, descending:
molecule | Kir21 block
O=C(NCC(=O)N1CCN(c2ccccc2F)CC1)c1ccc(Br)o1 | 1.9
O=S(=O)(c1ccc(OCC(O)CN2CCN(c3ccc(F)cc3)CC2)cc1)N1CCOCC1 (stereo not given) | 0.17
CC(C)(C)n1nc2c(c1NC(=O)Cc1cccc3ccccc13)CS(=O)C2 (stereo not given) | 0
COc1ccc(-c2nc(CS(=O)CC(=O)NC3CCCC(C)C3C)c(C)o2)cc1OC (stereo not given) | -0.85
CC(=O)Nc1ccc2c(c1)nc(CCN1CCC(C)CC1)n2C | -0.95
